M5 ag – human M5 muscarinic receptor agonists, primary screen, CHO-K1 cells, Fluo-8 calcium fluorescence | Muscarinic acetylcholine receptor M5 (Homo sapiens), P08912 | CHO-K1 hM5 cells; 0% DMSO wells, 100% maximal acetylcholine response | activation, % at 3 µM | 360,000 tested, 0.19% active | AID 624037, 2012;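 active = activation above the run's mean over test compounds plus 3 SD, cut at about 23% in these data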;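 also: signal is peak over basal fluorescence ratio across the kinetic read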
Target sequence (P08912 whole entry, looked up): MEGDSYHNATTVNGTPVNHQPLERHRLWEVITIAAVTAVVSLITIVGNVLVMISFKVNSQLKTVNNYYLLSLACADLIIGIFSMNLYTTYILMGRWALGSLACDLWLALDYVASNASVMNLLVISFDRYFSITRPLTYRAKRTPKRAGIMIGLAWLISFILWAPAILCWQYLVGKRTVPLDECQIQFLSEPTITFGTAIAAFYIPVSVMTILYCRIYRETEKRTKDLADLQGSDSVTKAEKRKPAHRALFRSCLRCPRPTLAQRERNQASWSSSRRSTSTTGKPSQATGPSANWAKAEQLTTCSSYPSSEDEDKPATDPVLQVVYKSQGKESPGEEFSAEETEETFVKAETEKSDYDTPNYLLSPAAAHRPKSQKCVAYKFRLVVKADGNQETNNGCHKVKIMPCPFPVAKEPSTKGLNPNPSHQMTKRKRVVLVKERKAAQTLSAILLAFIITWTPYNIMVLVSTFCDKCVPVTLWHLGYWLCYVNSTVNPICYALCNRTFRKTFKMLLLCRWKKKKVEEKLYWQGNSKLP
CHRM4 antagonist – human M4 muscarinic receptor antagonists, primary screen, CHO cells, Fluo-8 calcium fluorescence; Muscarinic acetylcholine receptor M4 (Homo sapiens), P08173; CHO-hM4 cells, ACh EC80; inhibition, % at 3 µM; 360,000 tested, 0.73% active;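 active = inhibition above its plate's cutoff, the mean inhibition of sample wells plus 3 SD, cut at about 27% in these data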;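 also: 0% = acetylcholine EC80 with DMSO and 100% = DMSO without agonist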
Target sequence (P08173 whole entry, looked up): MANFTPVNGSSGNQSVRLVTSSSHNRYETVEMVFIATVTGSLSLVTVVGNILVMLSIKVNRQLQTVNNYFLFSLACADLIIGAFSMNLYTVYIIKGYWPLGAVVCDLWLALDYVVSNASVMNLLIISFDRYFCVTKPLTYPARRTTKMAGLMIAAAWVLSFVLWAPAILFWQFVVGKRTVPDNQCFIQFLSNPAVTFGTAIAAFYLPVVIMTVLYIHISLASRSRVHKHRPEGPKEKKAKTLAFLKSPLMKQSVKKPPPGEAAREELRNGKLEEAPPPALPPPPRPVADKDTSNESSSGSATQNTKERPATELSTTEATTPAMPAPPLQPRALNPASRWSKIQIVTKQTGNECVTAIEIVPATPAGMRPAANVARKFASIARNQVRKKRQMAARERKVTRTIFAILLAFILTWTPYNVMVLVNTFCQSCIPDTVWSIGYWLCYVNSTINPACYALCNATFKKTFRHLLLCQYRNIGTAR
M5 antag – human M5 muscarinic receptor antagonists, primary screen, CHO cells, Fluo-8 calcium fluorescence. 360,000 tested, 0.59% active. Muscarinic acetylcholine receptor M5 (Homo sapiens), P08912. CHO-hM5 cells, ACh EC80. inhibition, % at 3 µM;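 active = inhibition above a per-plate cutoff, the mean of that plate's test compounds plus 3 SD, cut at about 27% in these data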;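 also: 0% = acetylcholine EC80 with DMSO and 100% = DMSO without agonist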
M4 PAM – human M4 muscarinic receptor positive allosteric modulators, primary screen, CHO-K1 cells, Fluo-8 calcium fluorescence | Muscarinic acetylcholine receptor M4 (Homo sapiens), P08173 | CHO-K1 hM4/Gqi5, ACh EC20; 0% = ACh EC20, 100% = maximal ACh | activation, % at 3 µM | 360,000 tested, 0.4% active | AID 624126, 2012;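 active = activation above its plate's cutoff, the mean activation of sample wells plus 3 SD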; also: some results filed as inactive read as strong as hits
M1 antag – human M1 muscarinic receptor antagonists, primary screen, CHO-K1 cells, Fluo-8 calcium fluorescence, 1536-well; Muscarinic acetylcholine receptor M1 (Homo sapiens), P11229; CHO-K1 hM1, ACh EC80 antagonist; inhibition, % at 3 µM; 360,000 tested, 1.3% active;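 active = percent inhibition above its own plate's cutoff, namely the mean of that plate's compound wells plus 3 SD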;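 also: peak over basal fluorescence ratio during 140 s after agonist addition; 0% = ACh EC80 plus DMSO and 100% = DMSO alone without agonist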
CRFBP-R2 agonist – agonists of CRF-BP/CRF-R2 complex, primary screen, cell-based, HEK293, calcium dye fluorescence, uHTS | AID 588473, 2011 | calcium dye fluorescence (FLIPR); percent of saturating CRF peptide response | CRF-binding protein / CRF receptor 2 complex (human) | activation, % at 13.2 µM | 350,000 tested, 0.46% active;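 active = activation of at least 50%, plus an integration ratio under a set limit after plate pattern correction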;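 also: plate controls were neutral control wells without compound for no effect and CRF at EC100 for full effect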
CHRM4 agonist – human M4 muscarinic receptor agonists, primary screen, CHO-K1 cells, Fluo-8 calcium fluorescence; Muscarinic acetylcholine receptor M4 (Homo sapiens), P08173; CHO-K1 hM4/Gqi5; vehicle 0%, full acetylcholine response 100%; activation, % at 3 µM; 360,000 tested, 0.14% active; AID 624127, 2012;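 active = activation above the run mean over all test wells plus 3 SD, cut at about 32% in these data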;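 also: peak over basal fluorescence ratio per well then scaled between controls; 0% = DMSO wells and 100% = acetylcholine at EC100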
M1 PAM – human M1 muscarinic receptor positive allosteric modulators, primary screen, CHO-K1 cells, Fluo-8 calcium fluorescence, 1536-well; Muscarinic acetylcholine receptor M1 (Homo sapiens), P11229; CHO-K1 hM1, ACh EC20; 0% = ACh EC20, 100% = maximal ACh; activation, % at 3 µM; 360,000 tested, 0.088% active; in the data active = activation above about 19%, passing the limit was not always enough
CHRM5 PAM – human M5 muscarinic receptor positive allosteric modulators, primary screen, CHO-K1 cells, Fluo-8 calcium fluorescence | activation, % at 3 µM | CHO-K1 hM5, ACh EC20 PAM; 0% = ACh EC20, 100% = ACh EC100 | 360,000 tested, 0.3% active | Muscarinic acetylcholine receptor M5 (Homo sapiens), P08912;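 active = activation above the run cutoff, the mean activation of all test compounds plus 3 SD, cut at about 18% in these data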
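Probe or stimulus: acetylcholine, EC20 level; Assay system: human M5 receptor in CHO-K1 cells; Schedule: compound preincubation 140 s before EC20 acetylcholine addition; Technique: intracellular calcium via Fluo-8 fluorescence; Dosing: single-point, 3 µM nominal; Read-out basis: percent activation from peak-over-basal fluorescence ratio, scaled EC20-to-EC100 acetylcholine; Repeats: one well per compound, no replicates.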
* hit, by the source's call; . = no result given.

SMILES	M5 ag	CHRM4 antagonist	M5 antag	M4 PAM	M1 antag	CRFBP-R2 agonist	CHRM4 agonist	M1 PAM	CHRM5 PAM
CC1OC(OC2C=C3CCC4C(CCC5(C)C(c6ccc(=O)oc6)CCC45O)C3(C)CC2)C(O)C(OC2OC(CO)C(O)C(O)C2O)C1O (configuration not stated)	1	-20	-4	9	-5	2.1	7	3	0
COC(=O)C1=C(c2ccc(S(C)(=O)=O)cc2)C[C@@H]2CC[C@H]1N2C(=O)NCc1ccc(F)cc1	0	-2	18	4	-1	-0.1	0	4	-2
O=C(c1ccc2c(c1)ncn2C1CCCCCC1)N1CCC2(CC1)OCCO2	0	6	-2	9	-13	1.1	2	9	-2
Cc1cccc(N2CCN(Cc3ccc4c(c3)OCO4)CC2)c1C	-1	2	3	-2	-16	-0.7	-2	0	5
Oc1ccccc1/C=N/NP(=S)(c1ccccc1)c1ccccc1	-18	-12	3	8	-7	4.7	-1	4	-5
CCN(CC)S(=O)(=O)c1ccc(N=Cc2c(O)n(-c3ccccc3)c(=O)[nH]c2=O)cc1	-2	3	2	6	-3	4.4	3	2	-1
NCCc1c(Cc2ccccc2)[nH]c2ccccc12	-4	-4	7	-3	-2	-1.0	2	1	-1
CC(=O)c1ccc(OC(C)C)c(Cc2c(O)[nH]c(=S)[nH]c2=O)c1	0	-6	-7	-1	-3	0.2	1	4	2
Cc1ccsc1C(=O)C1CCCN(Cc2ccc(O)cc2)C1 (configuration not stated)	-9	0	-6	0	7	1.8	2	-17	-11
OC(Cn1c2ccccc2c2ccccc21)C[n+]1ccccc1 (configuration not stated)	-7	4	-5	2	-1	-0.1	-1	4	-1
CC(=O)C1=C(C)OC(N)=C(C(=O)OC(C)C)C12C(=O)Nc1ccccc12 (configuration not stated)	1	11	1	0	-8	1.7	0	11	2
C[C@]12CCC(=O)C=C1CCC1C2CC[C@@]2(C)C1CC[C@@]2(O)CC#N (some centres not stated)	1	-15	2	-4	3	6.6	4	0	-9
Cc1ccc(S(=O)(=O)N2CC3CC(C2)c2cccc(=O)n2C3)cc1 (configuration not stated)	0	0	-1	4	0	0.1	2	-1	4
Cc1cc(-c2ccccc2)cc(-c2ccccc2)[n+]1CCc1ccccc1	-9	38*	18	-7	60*	0.4	2	-25	-28
COC(=O)C(O)(c1ccc(NC(=O)Oc2ccccc2)cc1)C(F)(F)F (configuration not stated)	1	20	1	-7	-1	-1.2	1	-2	-4
CCC(=NCCc1c[nH]c2ccccc12)c1c(O)n(C)c(=O)n(C)c1=O	4	12	24	-20	26*	-0.5	19	-15	-23
CC(C(=O)c1c[nH]c2ccccc12)N1CCN(C(=O)c2ccco2)CC1 (configuration not stated)	1	13	14	-18	5	0.1	8	-3	-20
C[N+]12CN3CN(CN(C3)C1)C2	1	2	-4	8	-17	0.4	2	11	1
COC(=O)C1=C(c2ccc(F)cc2F)C[C@@H]2CC[C@H]1N2C(=O)NCCOc1ccc(OC)cc1	0	6	11	11	-1	-2.6	2	10	-5
CN1CCN(Cc2nc3ccccc3n2C)CC1	-7	8	-1	2	-4	2.5	1	5	0
CN(C)CCN=Cc1c(O)n(-c2cccc(C(F)(F)F)c2)c(=O)[nH]c1=O	0	-7	-5	9	-15	-1.1	2	0	-1
COc1cc(CNCCc2c[nH]c3ccccc23)cc(OC)c1OC	1	-7	0	5	-8	-0.5	4	4	-1
CCCOC(=O)c1ccc(-[n+]2c(-c3ccccc3)cc(-c3ccccc3)cc2-c2ccccc2)cc1	-8	46*	31*	-14	45*	36	5	-27	-41
O=C(CCC(=O)N1C[C@H]2C[C@@H](C1)c1cccc(=O)n1C2)NCc1ccccc1C(F)(F)F	1	-16	-3	11	-3	-2.6	2	4	3
COc1ccc(CN2CCCC(C(=O)c3sccc3C)C2)cc1O (configuration not stated)	-15	-7	8	-5	20	-2.1	1	-6	-2
O=c1[nH]c(=O)n(CCc2ccc(F)cc2)c(O)c1/C=N/N1CCCCC1	1	0	1	-2	-5	0.5	1	5	-7
C[C@]12CCC3C(CC[C@H]4C[C@@H](O)CC[C@]34C)C1CC[C@@H]2OC(=O)[C@H](N)CCCCN (some centres not stated)	1	3	20	-3	3	0.4	1	-3	-2
Cc1ccnc(-n2c(C)cc(/C=C3\C(=O)NC(=S)N(C)C3=O)c2C)c1	-1	13	-1	-2	-6	3.0	1	8	1
Cc1ccc(S(=O)(=O)NCCC(=O)Nc2ccc(Cl)cc2C(=O)c2ccccc2)cc1	-2	-4	-6	-9	-10	-0.5	-3	0	-6
O=C1NC(=O)C(=Cc2ccc(SC3CCCCC3)o2)C(=O)N1	-2	7	9	4	2	38	1	12	0
CC1CC(OC(=O)c2ccccc2)(c2ccccc2)C(C)CN1C (configuration not stated)	-15	-8	7	-9	-1	3.3	2	-4	-3
CC(C(=O)c1c[nH]c2ccccc12)N1CCSCC1 (configuration not stated)	-7	-11	-2	-2	-21	5.7	1	3	-3
COc1ccccc1OCC#CCN1CCCC1	-16	24	11	-19	90*	-1.2	0	-22	-23
O=C1NC(=O)N(c2ccc3c(c2)OCO3)C(=O)/C1=C\c1ccc(-c2ccccc2C(=O)O)o1	0	3	-1	9	-19	3.7	1	10	6
CSc1nc2ccc(C)cc2c(=O)n1-c1cccnc1	1	1	-6	-5	-6	-5.5	1	4	9
c1ccc(-c2ccc(-c3n(-c4ccccn4)c4ccccc4[n+]3-c3ccccn3)cc2)cc1	-6	-4	-2	-12	6	1.4	3	-7	-9
Cc1ccccc1NP(=O)(Oc1ccccc1F)Oc1ccccc1F	2	14	12	-13	14	0.4	13	-4	-15
BrCC(Br)C1CCC(Br)C(Br)C1 (configuration not stated)	1	0	-2	2	-9	1.1	-1	1	4
c1cncc(CNCCc2ccc3c(c2)OCO3)c1	-10	-2	4	-3	-14	-0.2	1	6	10
CCC1(CC)C(=O)NC(=Nc2cccc(C(F)(F)F)c2)NC1=O	7	14	1	5	-9	3.0	11	8	0

Among those listed so far, these have an aryl thioether with sulfur outside any ring.
SMILES	M5 ag	CHRM4 antagonist	M5 antag	M4 PAM	M1 antag	CRFBP-R2 agonist	CHRM4 agonist	M1 PAM	CHRM5 PAM
O=C1NC(=O)C(=Cc2ccc(SC3CCCCC3)o2)C(=O)N1	-2	7	9	4	2	38	1	12	0
CSc1nc2ccc(C)cc2c(=O)n1-c1cccnc1	1	1	-6	-5	-6	-5.5	1	4	9

The list goes on:
SMILES	M5 ag	CHRM4 antagonist	M5 antag	M4 PAM	M1 antag	CRFBP-R2 agonist	CHRM4 agonist	M1 PAM	CHRM5 PAM
COc1cc2c(c(OC)c1O)-c1ccc(OC)c(=O)cc1C(NC(=O)C(F)(F)F)CC2 (configuration not stated)	1	-8	-5	8	-26	-1.7	0	16	2
O=C1NC(=O)N(Cc2ccc(F)cc2)C(=O)/C1=C\c1ccoc1	25*	-10	12	0	3	14	7	1	-13
COc1cc(CC(C)N)c(OC)cc1I (configuration not stated)	-1	0	1	2	-33	-1.0	3	6	1
CN(C)C1(CNC(=O)c2ccc(NS(=O)(=O)c3ccc(Cl)c(Cl)c3)cc2)CCCCC1	-9	0	14	-5	-12	-0.8	2	12	-3
COc1ccc(CC(C)NCCc2ccc(OC)c(OC)c2)cc1 (configuration not stated)	-4	-2	8	-6	-12	0.2	1	2	4
COC(=O)C1=C(c2ccc(F)cc2OCc2ccccc2)C[C@@H]2CC[C@H]1N2C(=O)NCc1ccccc1C(F)(F)F	-4	18	21	-7	32*	2.5	-2	-24	-21
O=C(NCC1=C(c2cccc3ccccc23)C[C@@H]2CC[C@H]1N2Cc1ccco1)c1cccnc1	-2	-15	0	4	-18	-1.4	2	12	1
Brc1ccc(Oc2ccc(Br)cc2Br)c(Br)c1	2	-2	-3	5	-10	3.6	1	4	3
Cn1cccc1CN1CCN(C(=O)COc2ccccc2)CC1	2	6	-7	3	-2	0.4	0	7	7
C=C1C(=O)OC2C1CCC(C)C1(O)C=CC(=O)C21C (configuration not stated)	-3	-22	-1	3	-14	-0.4	1	4	-1
CCN1CCN(Cc2ccc(C)cc2)CC1	-1	-1	-4	0	1	-1.0	0	5	-1
Cc1ccc2cccc(OC(=O)N(C)c3ccccc3)c2n1	1	12	2	4	2	2.0	0	3	-1
CSc1ccccc1C(=O)C1CCCN(Cc2cccc(C)n2)C1 (configuration not stated)	-10	-8	0	-8	16	0.9	2	-21	-1
C/C(Cl)=C/CC1(CN2CCCC2=O)C(=O)NC(=O)NC1=O	-1	3	-3	8	-6	-2.1	0	8	2
O=C(Nc1cccc(Cl)c1)N1C[C@H]2C[C@@H](C1)c1cccc(=O)n1C2	3	11	6	-3	4	-3.2	0	0	-3
C(#CCN1CCCCC1)CN1CCCCC1	1	2	1	-4	11	.	1	-9	-6
COc1ccc(CN2Cc3cc(N4CCOCC4)ccc3-n3nncc3C2)cc1	3	0	3	0	-1	.	1	8	-4
Fc1ccccc1CCNCc1ccccc1	-1	3	11	-8	7	-1.0	3	-4	-6
CCn1cc(CN2CCCC(C(=O)c3cccc(C(F)(F)F)c3)C2)cn1 (configuration not stated)	-3	-4	12	-4	31	.	2	-23	-14
CCC1(Cc2ccccc2)C(=O)NC(=S)N(C)C1=O (configuration not stated)	-5	-9	1	3	-17	-1.0	-1	11	-2
O=C(Cc1cc(=O)oc2cc(O)ccc12)NN=Cc1ccc(N(CCCl)CCCl)cc1	0	-8	16	5	-11	-0.7	-2	14	-5
CCC(=O)N1N=C2C3CCN(CC3)C2C1c1ccc(C)cc1 (configuration not stated)	-2	-17	-3	8	-9	7.7	1	3	2
O=c1c(C=NCCN2CCNCC2)c(O)n(C2CCCCC2)c(=O)n1C1CCCCC1	0	-8	-10	6	-19	4.5	1	11	9
CN(C)c1ccc2c(c1)N=C(c1ccco1)OP2(=S)N1CCOCC1 (configuration not stated)	1	-6	1	2	-9	-2.5	1	6	5
CCCCCCn1c(N)c(C(=O)NCCN2CCOCC2)c2nc3ccccc3nc21	-1	12	3	5	-12	0.7	8	5	6
Cc1ccn2nc(S(=O)(=O)Nc3c(F)cccc3F)nc2n1	-1	0	1	13	-3	-0.8	1	6	5
O=C1NC(=S)NC(=O)C1=Cc1cccc2cc3ccccc3cc12	-5	-18	-10	6	-14	1.1	0	12	6
CCOP(=O)(Oc1ccccc1)c1c([N+](=O)[O-])cc(C(F)(F)F)cc1[N+](=O)[O-] (configuration not stated)	-3	-1	4	0	-13	1.6	0	12	4
O=c1cccc2n1CC1CNCC2C1 (configuration not stated)	1	5	2	-3	-3	-0.3	2	-5	-3

Only part of the results is shown (hit frequency here may not be typical).
